# From PubChem
# tuberculosis growth: growth inhibition of non-replicating M. tuberculosis (AID 488890) | Mycobacterium tuberculosis non-replicating, growth inhibition; higher % means a stronger effect | inhibition, % at 25 µM, or IC50 in µM where a hit was titrated | 320,000 compounds, 0.39% hits; in the data active = a potency from the dose series; inconclusive = inhibition mostly from about 82% at the one dose, without a potency; inactive = the rest, 99 in 100 with inhibition below about 76%;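 also: plate controls were DMSO cells for no effect and high antibiotic wells for full effect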
# M. tuberculosis HTS: M. tuberculosis growth inhibition, HTS (AID 449762) | M. tuberculosis H37Rv growth inhibition, 7H9 media; higher % means a stronger effect | inhibition, % at 25 µM, or IC50 in µM where a hit was titrated | 330,000 compounds, 0.59% hits; in the data active = a potency from the dose series; inconclusive = inhibition above about 70% without an active follow-up result;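 also: bacterial growth assessed after seven days of incubation; strong numbers were not always called active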
# Salmonella PhoP GFP: PhoP regulon inhibitors, Salmonella typhi PhoP promoter GFP reporter, confirmatory (AID 1850); Salmonella Typhi PhoP-promoter GFP reporter, fluorescence, 4 h; higher % means a stronger effect; 310,000 compounds, 0.33% hits; one-dose inhibition, % at 50 µM; IC50 in µM for titrated hits; in the data active = a potency from the dose series; inconclusive = inhibition mostly from about 25% at the one dose, without a potency; inactive = the rest, 99 in 100 with inhibition below about 19%;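 also: 0% = induced wells with vehicle and 100% = uninduced wells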
# H1N1 NS1A inhibition: H1N1 influenza NS1A inhibitors, functional cell based assay (AID 504329) | one-dose inhibition, % at 12.5 µM; IC50 in µM for titrated hits | 340,000 compounds, 0.3% hits | NS1A functional cell-based assay, percent inhibition; higher % means a stronger effect; in the data active = a potency from the dose series; inconclusive = inhibition above about 27% without an active follow-up result; also: strong numbers were not always called active
# VEEV TC-83 Vero: inhibitors of VEEV TC-83 cytopathic effect, confirmation, Vero cells (AID 588727); Vero cells, VEEV TC-83 cytopathic effect inhibition; higher % means a stronger effect; inhibition, % at 20 µM, or IC50 in µM where a hit was titrated; 350,000 compounds, 0.13% hits; in the data active = a potency from the dose series; inconclusive = inhibition mostly from about 14% at the one dose, without a potency; inactive = the rest, 99 in 100 with inhibition below about 12%; also: strong numbers were not always called active
# VEEV TC-83 Vero 10K pilot screen: second read-out of VEEV TC-83 Vero, no call of its own (marks repeat the call); inhibition, %; measured here: 10K pilot screen inhibition
# * hit, by the source's call; i = inactive; ? = inconclusive; / = no result given; & = joins results of further samples.
SMILES,tuberculosis growth,M. tuberculosis HTS,Salmonella PhoP GFP,H1N1 NS1A inhibition,VEEV TC-83 Vero,others
CCOc1ccc(N(CC)C(=O)Cc2c(C(=O)O)n(C)c3ccccc23)cc1,-2%,-2%,4%,-3%,2.8%,
O=C(CNC(=O)c1nc[nH]c1C(=O)NCC(=O)OCc1ccccc1)OCc1ccccc1,-3%,-3%,-4%,-8%,5.7%,
Cc1cccc(CC(Cc2nc3ccccc3[nH]2)c2nc3ccccc3[nH]2)c1 (centres undefined),-6%,52%,-8%,-21%,13%,
Cn1c(=O)c2ncn(CC(=O)Nc3cc(C(F)(F)F)ccc3N3CCOCC3)c2n(C)c1=O,3%,-1%,11%,31%,5.9%,
CN1CCc2c(sc(NC(=O)c3ccc(S(=O)(=O)N4CCc5ccccc54)cc3)c2C(N)=O)C1,36%,-10%,5%,/,/,
COc1ccc(C(=O)OCC2CC(c3ccccc3)N(C)O2)cc1 (centres undefined),15%,7%,-3%,4%,i,
COc1ccccc1Nc1nn2c(=O)c3ccc(C(=O)N4CCCCC4)cc3nc2s1,1%,-1%,1%,8%,2.1%,
Cc1cc2ncn(N)c2cc1C,1%,1%,-7%,-9%,4.0%,
CCN1C(=O)[C@H]2[C@H]3CN=C(SCc4ccc(Cl)cc4)N3[C@@](Cc3ccccc3)(C(=O)OC)[C@H]2C1=O,/,/,/,-8%,3.4%,
CS(=O)(=O)N1CCN(c2nc(-c3ccccc3)cs2)CC1,12%,-1%,-1%,-5%,3.5%,
CCOC(=O)CSc1nc2ccc(NC(C)=O)cc2s1,?,?,10%,3%,i,
CS(=O)(=O)N(CC(=O)N1CCC(C(N)=O)CC1)C1CCCCC1,-12%,-6%,-1%,3%,1.5%,
CCC(=O)N1N=C(c2ccc(Cl)cc2)CC1c1ccco1 (centres undefined),11%,4%,0%,-14%,9.0%,
Cn1c(C(=O)Nc2ccc3c(c2)OCO3)cc2sccc21,34%,6%,-1%,8%,i,
O=C(CN1C(=O)CCC1=O)NCC12CC3CC(CC(C3)C1)C2,?,-10%,5%,6%,i,
S=C(NCCc1ccccn1)NC1CC2CCC1C2 (centres undefined),22%,-10%,4%,-1%,1.9%,
Cc1cc(Cl)c2oc(C(=O)NCCC3CCCCO3)c(C)c2c1 (centres undefined),15%,59%,-6%,2%,i,
O=S(=O)(N1CCOCC1)n1cnc2ccccc21,-2%,7%,2%,-1%,1.2%,
O=C(NCCN1C(=O)S/C(=C\c2ccc(F)cc2)C1=O)C1CCN(S(=O)(=O)c2cccs2)CC1,-16%,2%,-4%,10%,0.5%,
CC(C)(CNC(=O)C1CCCN1C(=O)c1cccs1)N1CCOCC1 (centres undefined),-10%,3%,0%,-1%,i,
O=C(NCc1ccccc1)C1CCCN(C(=O)c2ccc(F)cc2)C1 (centres undefined),/,/,/,-3%,2.7%,
O=C(OCC(=O)c1ccc(Br)s1)c1ccc(O)cc1,59%,7%,/,-6%,3.5%,
Cc1cccc(N2CCN(CCCNC(=O)C3CCCN(c4ncnc5c4nc4n5CCCCC4)C3)CC2C)c1 (centres undefined),68%,?,-33%,15%,5.9%,
CCOC(=O)CC(NC(=O)c1cc2cc(Cl)cc(Cl)c2oc1=O)c1cccc([N+](=O)[O-])c1 (centres undefined),-1%,?,13%,0%,3.7%,
Nc1nc(=S)c2ncn(C3CCCCC3)c2[nH]1,/,/,/,-3%,0.7%,
Cc1ccc(S(=O)(=O)c2nc(S(=O)(=O)c3ccccc3)sc2N2CCN(C)CC2)cc1,23%,3%,-9%,-4%,5.6%,
Cc1cc(C)n(-c2ccc(C(=O)N3CCN(S(=O)(=O)c4ccc(C(C)C)cc4)CC3)cc2)n1,50%,-1%,/,8%,1.0%,
COc1ccc(OC)c(S(=O)(=O)N2CCC(C(=O)NC3CC3)CC2)c1,-8%,2%,-15%,0%,0.6%,
Cc1cccc(NC(=O)CCNC(=O)c2ccco2)c1,8%,-7%,-2%,-7%,i,
COc1ccc(NC(=O)C2CCN(S(=O)(=O)c3cccc4cccnc34)CC2)cc1OC,/,-8%,-6%,-4%,2.5%,
Cc1nc2ccc(NS(=O)(=O)c3ccccc3F)cc2s1,22%,-2%,/,-9%,1.8%,
Cc1ccc(CNC(=O)CSCc2ccccc2F)cc1,29%,3%,4%,-2%,0.6%,
O=S(=O)(c1ccc(N2CCN(S(=O)(=O)c3ccccc3)CC2)nc1)N1CCCC1,-7%,-2%,-8%,9%,0.7%,
COc1ccc(C(=O)NCCSc2ccccc2C)cc1,28%,3%,3%,1%,1.4%,
COc1ccc(Cl)cc1NS(=O)(=O)c1cccc(C(=O)NC2CC2)c1,16%,2%,/,-3%,1.8%,
CN(CC(=O)NCCc1ccc(Cl)cc1)S(=O)(=O)c1cccs1,9%,3%,-5%,8%,0.3%,
COC(=O)N1C(=O)[C@](c2ccccc2)(C2CCCCC2)N1C(=O)OC,9%,2%,-18%,10%,i,
S=C1N[C@H]2CCCC[C@@H]2N1,-2%,2%,-11%,/,2.2%,
Cc1nn(-c2ncc(C(F)(F)F)cc2Cl)c(=O)n1-c1cccc(F)c1,1%,4%,3%,10%,2.7%,
COc1ccc(O[C@H]2C=C[C@@H](c3ccccc3)O[C@@H]2COC(=O)CC/C(C)=N/OC[C@@H](O)COCc2ccco2)cc1,17%,17%,0%,/,/,
S=C(Nc1cccc(Cl)c1)Nc1ccccc1Oc1ccccc1,?,51%,13%,-10%,0.2%,
CC(=O)Nc1nc(C=C(Cl)Cl)cs1,-6%,9%,4%,9%,0.1%,
CCc1ccc(N(C(=O)c2csnn2)C(C(=O)NC(C)(C)CC)c2cccnc2)cc1 (centres undefined),5%,0%,9%,-2%,0.2%,
O=c1[nH]c(=O)n(Cc2ccco2)c(O)c1C=NCc1cccs1,6%,-1%,-5%,23%,1.3%,
Cc1ccc(-c2c(NC(=O)c3ccco3)oc3ccccc3c2=O)cc1,37%,13%,-8%,7%,1.0%,
CC1CN(CC(=O)Nc2ccc(S(N)(=O)=O)cc2)CC(C)O1 (centres undefined),-4%,-9%,4%,-4%,0.6%,
Cc1ccc(N(CC(=O)NC(C)c2ccccc2)S(=O)(=O)c2cccs2)cc1 (centres undefined),20%,5%,0%,0%,i,
O=C(COC(=O)c1cc(S(=O)(=O)N2CCOCC2)ccc1O)Nc1cc(S(=O)(=O)N2CCCC2)ccc1Cl,-6%,3%,0%,-9%,0.3%,
COc1ccc(CCC(=O)Nc2cccc(S(=O)(=O)N3CCCCCC3)c2)cc1OC,15%,7%,/,-2%,9.1%,
COc1ccc(C(=O)Nc2ccnn2C2CCN(C(=O)CCC(F)(F)F)CC2)cc1,3%,2%,-4%,0%,3.9%,
COCc1c(C(=O)N(C)Cc2ccccc2N2CCCC2)oc2ccccc12,/,/,/,3%,7.3%,
CC(NC(=O)c1ccc(Br)cc1)c1ccc2c(c1)CCCC2 (centres undefined),72%,2%,0%,-13%,i,
COc1ccc(C(C)(C)C)cc1NC(=O)CCCN1C(=O)NC(C)(C)C1=O,3%,-5%,/,-18%,1.9%,
Cc1cccc2nc(CSCc3ccco3)cn12,-9%,-5%,-6%,1%,2.5%,
O=C(Cc1csc(Nc2nc(=S)[nH]c3ccccc23)n1)NCc1cccc(Cl)c1,-3%,-2%,-2%,1%,i,
O=C(NCCCNC(=O)c1ccccn1)c1ccc(Br)cc1,-4%,-3%,-6%,-2%,3.8%,
COc1cc(C)c(C(=O)Oc2cc(C)c(C(=O)O)c(O)c2C)c(O)c1C,20%,-7%,1%,-16%,0.8%,
Cc1ccc(C)c(S(=O)(=O)N2CCN(CC(=O)Nc3ccc([N+](=O)[O-])cc3)CC2)c1,16%,0%,2%,-1%,0.6%,
COc1ccccc1NC(=O)COC(=O)COc1ccccc1F,-11%,-2%,/,-14%,i,
COc1ccc(S(=O)(=O)NCCc2ccccn2)cc1,-1%,2%,/,-18%,2.2%,

# Of the compounds above, these have bromine.
SMILES,tuberculosis growth,M. tuberculosis HTS,Salmonella PhoP GFP,H1N1 NS1A inhibition,VEEV TC-83 Vero,others
O=C(OCC(=O)c1ccc(Br)s1)c1ccc(O)cc1,59%,7%,/,-6%,3.5%,
CC(NC(=O)c1ccc(Br)cc1)c1ccc2c(c1)CCCC2 (centres undefined),72%,2%,0%,-13%,i,
O=C(NCCCNC(=O)c1ccccn1)c1ccc(Br)cc1,-4%,-3%,-6%,-2%,3.8%,

# Following part.
SMILES,tuberculosis growth,M. tuberculosis HTS,Salmonella PhoP GFP,H1N1 NS1A inhibition,VEEV TC-83 Vero,others
Cc1ccc([N+](=O)[O-])cc1S(=O)(=O)N1CCC(C)CC1,6%,2%,-9%,/,3.1%,
Cc1cc(C(=O)NCC(=O)OCC(=O)N(C2CCCCC2)C2CCCCC2)ccc1[N+](=O)[O-],66%,-8%,-4%,3%,0.5%,
CCn1c(CSc2nc(C)cc(C)n2)nnc1SCC(=O)Nc1cccc2ccccc12,-1%,4%,0%,-2%,i,
O=C(/C=C/c1ccccc1Cl)OCC(=O)N1CCCC1,-3%,-7%,/,6%,i,
COc1ccc(OC)c(S(=O)(=O)Nc2cc(C)on2)c1,-3%,1%,-9%,-3%,1.4%,
CCN(CC)CCCNC(=O)C1CCC(=O)N(c2ccc(OC)cc2)C1c1ccc(F)cc1 (centres undefined),-8%,1%,1%&-3%,-7%,0.4%,VEEV TC-83 Vero 10K pilot screen=0.1
Cc1ccccc1-c1nc(CS(=O)CC(=O)NCCN2CCN(Cc3ccccc3)CC2)c(C)o1 (centres undefined),19%,-4%,0%,5%,i,
Cc1ccc(OCC(=O)NCc2ccccn2)c(Br)c1,18%,-3%,3%,-1%,i,
CN(C)c1nc(NCc2ccccc2)nc(N/N=C/c2ccc3c(c2)OCO3)n1,?,43µM*,-4%,3%,11%,
Fc1ccc(NC(=S)NN=C2CCCCCC2)cc1,66%,-13%,8%,9%,0.4%,
Cc1ccn2c(Nc3ccccc3C)c(-c3ccccn3)nc2c1,?,?,-6%,2%,i,
O=C(C1CCC(CNS(=O)(=O)c2ccccc2)CC1)N1CCOCC1 (centres undefined),-5%,-6%,-2%,-5%,i,

# Brought forward from above: 4 compounds; new compounds follow.
SMILES,tuberculosis growth,M. tuberculosis HTS,Salmonella PhoP GFP,H1N1 NS1A inhibition,VEEV TC-83 Vero,others
CN(C)c1nc(NCc2ccccc2)nc(N/N=C/c2ccc3c(c2)OCO3)n1,?,43µM*,-4%,3%,11%,
Fc1ccc(NC(=S)NN=C2CCCCCC2)cc1,66%,-13%,8%,9%,0.4%,
Cc1ccn2c(Nc3ccccc3C)c(-c3ccccn3)nc2c1,?,?,-6%,2%,i,
O=C(C1CCC(CNS(=O)(=O)c2ccccc2)CC1)N1CCOCC1 (centres undefined),-5%,-6%,-2%,-5%,i,
Clc1ccc(/C=N/Nc2ccccn2)cc1,56%,8%,-3%,1%,0.8%,
Cn1cc(/C=C(\NC(=O)c2ccccc2Cl)C(=O)NCCCN2CCOCC2)c2ccccc21,2%,6%,-6%,1%,i,
O=C(CNCc1cccc2ccccc12)Nc1ccccc1[N+](=O)[O-],-7%,12%,9%,4%,1.6%,
Cc1cccc(N2CCN(C(=O)CN3C(=O)C4CC=CCC4C3=O)CC2)c1C (centres undefined),4%,0%,5%,-11%,0.5%,
COc1cc(S(=O)(=O)N2CCN(c3ccccc3F)CC2)c(OC)cc1Cl,11%,-1%,-7%,-3%,0.7%,
O=C(COC(=O)c1ccccc1NCCO)NCc1cccs1,-11%,-7%,5%,-2%,2.5%,
Cn1cccc1/C=N/n1c(-c2ccc(Cl)cc2Cl)n[nH]c1=S,-7%,-10%,-15%,-8%,2.3%,
COC(=O)c1c(C)[nH]c(-c2csc(N)n2)c1C,-1%,0%,-23%,-15%,2.2%,
Cc1ncc(CN2CCCC(C(=O)Nc3ccc(-c4ccco4)cc3)C2)n1C (centres undefined),-8%,-12%,8%,-13%,5.0%,
COc1cccc(NC(=O)COC(=O)c2c(NC(C)=O)sc(C)c2C)c1,-1%,-2%,/,-2%,5.2%,
Brc1ccc(-c2cnco2)cc1,-7%,1%,-3%,-3%,0.5%,
COc1cccc(N2CCN(C(=O)c3cc4c(=O)n(Cc5ccccc5)ccc4nc3C)CC2)c1,17%,1%,-16%,1%,2.4%,
CCC(=O)Oc1ccc(C/C(=N\O)c2ccc(O)cc2O)o1,4%,20%,5%,6%,0.1%,
N#CC1=C(N)NC(SCc2ccc(Br)cc2)=C(C#N)C12CCCCC2,50%,-4%,-5%,0%,2.6%,
Nc1nc(-c2ccco2)cs1,-14%,1%,-16%,-20%,0.8%,
